From PubChem
NTR1 agonist – NTR1-driven beta-arrestin-GFP spot formation – imaging, U2OS cells, high content, primary screen (AID 493036). P30989. agonist mode. activation, % at 20 µM. 330,000 tested, 0.17% active;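 active means activation at or above 40% of the spot to cytoplasm intensity ratio, with at least 20 cells analyzed; inconclusive means wells under 20 cells, flagged as cytotoxic or low count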;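 further: 0% = DMSO without peptide and 100% = 100 nM NTR1 peptide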
Target sequence (P30989 whole entry, looked up): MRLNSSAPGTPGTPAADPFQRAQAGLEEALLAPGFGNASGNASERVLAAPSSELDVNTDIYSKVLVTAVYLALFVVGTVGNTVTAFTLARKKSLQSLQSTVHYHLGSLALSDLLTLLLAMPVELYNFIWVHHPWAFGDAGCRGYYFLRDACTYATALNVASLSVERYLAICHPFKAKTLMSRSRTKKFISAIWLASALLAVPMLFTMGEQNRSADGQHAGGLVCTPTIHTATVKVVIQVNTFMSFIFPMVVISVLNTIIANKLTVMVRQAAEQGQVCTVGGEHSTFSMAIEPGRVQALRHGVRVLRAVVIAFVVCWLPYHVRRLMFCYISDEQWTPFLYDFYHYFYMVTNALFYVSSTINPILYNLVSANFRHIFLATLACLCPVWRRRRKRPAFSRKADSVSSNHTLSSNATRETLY
HIV peptide binding – inhibitors of HIV fusion peptide binding, primary screen, biochemical, uHTS, fluorescence dequenching (AID 1986) | cell-free peptide binding, fluorescence dequenching, 30 min; higher % means a stronger effect | one-dose inhibition, % at 20 µM; IC50 in µM for titrated hits | 290,000 tested, 0.3% active; in the data active means inhibition mostly above about 52%, no sharp cut-off; inactive means mostly below about 76%; further: some results filed as inactive read as strong as hits
Salmonella PhoP GFP – inhibitors of PhoP regulon expression, primary screen, Salmonella Typhimurium, GFP reporter (AID 1863) | inhibition, % at 50 µM; hits with a dose series show IC50 in µM | 300,000 tested, 0.16% active | S. Typhimurium PhoP-regulated promoter GFP reporter, 4 h; higher % means a stronger effect;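 active means inhibition over 29.93%, a cutoff 3 SD above the screen mean, later confirmed by dose response; inconclusive means inhibition over 29.93% but no dose response follow-up; inactive means inhibition at most 29.93% or unconfirmed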;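 further: 0% = low Mg2+ inducing control and 100% = high Mg2+ repressing control; strong numbers were not always called active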
Rac1 GTP hydrolysis – MgcRacGAP GTPase-activating activity inhibitors, confirmation, biochemical, ADP Hunter fluorescence; MgcRacGAP-stimulated Rac1 GTP hydrolysis, ADP Hunter fluorescence; higher % means a stronger effect; GST-tagged Rac1 F28L mutant substrate; inhibition, % at 30 µM, or IC50 in µM where a hit was titrated; 340,000 tested, 0.6% active; AID 624330;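 active means first-screen hits whose inhibition reached a set limit at any dose in the follow-up dose series; inconclusive means inhibition above the set first-screen limit but never retested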;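 further: fluorescence reports GDP produced by GAP-driven GTP hydrolysis; strong numbers were not always called active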
Siah-1 displacement – blockers of Siah-1 interaction with plectin peptide – biochemical, fluorescence polarization, rhodamine-plectin, uHTS, primary screen (AID 1817); Siah-1 / rhodamine-plectin peptide fluorescence polarization; higher % means a stronger effect; displacement, % at 20 µM, or IC50 in µM where a hit was titrated; 290,000 tested, 0.02% active;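 active means displacement of at least 50% at 20 µM, with a fluorescence ratio check between 0.3 and a set limit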;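 further: plate controls were Siah plus tracer with DMSO for no effect and tracer alone without Siah for full effect; strong numbers were not always called active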
GPR35 antagonists – GPR35 antagonists blocking zaprinast-driven arrestin recruitment, primary screen, imaging, U2OS, beta-arrestin-GFP, zaprinast agonist (AID 2058) | U2OS GPR35 beta-arrestin-GFP translocation imaging, zaprinast antagonism; higher % means a stronger effect | inhibition, % at 10 µM, or IC50 in µM where a hit was titrated | 290,000 tested, 0.052% active;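 active means inhibition of at least 50% with at least 30 cells and total cytoplasm GFP at most 10,000,000; inconclusive means under 30 cells or total GFP of 10,000,000 plus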
GPR55 LPI antagonism – inhibition of LPI-stimulated GPR55 beta-arrestin translocation – imaging, U2OS, beta-arrestin-GFP, LPI agonist, primary screen (AID 2013); U2OS GPR55 beta-arrestin-GFP translocation imaging, LPI antagonism; higher % means a stronger effect; inhibition, % at 10 µM, or IC50 in µM where a hit was titrated; 290,000 tested, 0.13% active;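 active means spots per cell inhibited over 60%, with over 100 cells counted and total cytoplasm intensity under 500,000; inconclusive means wells with under 100 cells, flagged as likely toxic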;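 further: U2OS cells stably carrying GPR55 and arrestin-GFP stimulated by 5 µM LPI near EC80; imaged beta-arrestin-GFP aggregate spots per cell after agonist stimulation; plate controls were LPI-stimulated DMSO wells for no effect and DMSO wells without LPI for full effect; some results filed as inactive read as strong as hits; confirmed hits need IC50 under 10 µM and bright autofluorescent wells are also inconclusive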
Myeloid diff MLP – compounds promoting myeloid differentiation; 360,000 tested, 1% active; AID 624256; calls only at 10 µM; ER-HoxA9 myeloid progenitors, lysozyme-GFP differentiation, flow cytometry;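 active means normalized GFP-positive differentiation at or above the plate's own cutoff, the solvent-only control mean plus 3 SD; inconclusive means no clear call, values can overlap the other calls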;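 further: cells exposed to compound for four days before flow analysis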
LYP phosphatase – PTPN22 lymphoid phosphatase activity blockers – biochemical, fluorescence intensity, uHTS (AID 1779); one-dose inhibition, % at 11.5 µM; IC50 in µM for titrated hits; recombinant LYP phosphatase, fluorescence intensity; higher % means a stronger effect; 290,000 tested, 0.054% active; in the data active means inhibition above about 50%;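 further: plate controls were vehicle with enzyme for no effect and no enzyme for full effect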
NTR1 agonist cell count 20 µM – second read-out of NTR1 agonist, no call of its own (marks repeat the call); cell count; measured here: cell count, cytotoxicity flag
Myeloid diff MLP GFP+ MAC1+ % – recorded beside Myeloid diff MLP, whose call it bears; GFP+ MAC1+ double positive, %; measured here: differentiation confirmed by MAC1 staining
Starred values were filed as active, the others as inactive; i = inactive; ? = inconclusive; . = no result given.

Results follow in this order: NTR1 agonist, NTR1 agonist cell count 20 µM, HIV peptide binding, Salmonella PhoP GFP, Rac1 GTP hydrolysis, Siah-1 displacement, GPR35 antagonists, GPR55 LPI antagonism, Myeloid diff MLP, Myeloid diff MLP GFP+ MAC1+ %, LYP phosphatase
> CCN(c1ccccc1)S(=O)(=O)c1ccc2c(c1)CC(C)N2C(=O)C1CC1 (centres undefined)
  1.6, 60, 1.0%, 0%, 9%, 11%, -5%, 10%, i, 7.3, -7%
> CCN(CC)c1ncnc2scc(C3COc4ccccc4O3)c12 (centres undefined)
  2.3, 85, 1.5%, 3%, 4%, 10%, -4%, 31%, i, 0.2, 8%
> O=C(CN1C(=O)c2cccnc2Oc2ccc(Cl)cc21)N1CCOCC1
  0.5, 49, 0.5%, 8%, 6%, 0%, 13%, 5%, i, 1.4, -8%
> CC(Nc1cc(N2CCCC2)ccc1[N+](=O)[O-])c1ccccc1 (centres undefined)
  4.2, 53, -4.6%, 1%, 5%, 1%, 2%, 7%, i, 0.8, 1%
> COc1ccc(OCC(=O)Nc2ccncc2)cc1
  0.8, 72, 1.1%, -6%, 3%, 14%, -14%, 1%, i, 0.2, -3%
> NC(=O)CC(NC(=O)Cc1cccc2ccccc12)c1ccc(N2CCC(Cc3ccccc3)CC2)c([N+](=O)[O-])c1 (centres undefined)
  13, 93, 2.5%, 4%, 5%, 0%, -3%, -6%, i, 1.1, -8%
> COc1ccc(Cn2c3nc4ccccc4nc3c3c(=O)n(Cc4ccco4)cnc32)cc1
  ., ., 36%, ., ., 23%, 2%, 11%, ., ., 24%
> CCn1c(Cn2nnc(-c3ccccc3)n2)nnc1SCC(=O)Nc1ccc(C(C)=O)cc1
  0.1, 43, -1.0%, 22%, 3%, -2%, 6%, -13%, i, 14, -6%
> Cc1ccc(OCCNC(=O)C2CCCCC2)cc1
  0.3, 94, 1.1%, -3%, 6%, -6%, -2%, 12%, i, 0.1, -7%
> COc1ccc(C)cc1S(=O)(=O)Nc1ccc2c(c1)N(C(C)=O)CCC2
  0.3, 63, ., -4%, 2%, ., ., ., i, 0.7, .
> O=C(CN(CC1CCCO1)C(=O)CNS(=O)(=O)c1ccc(Cl)cc1)NCc1ccc(F)cc1 (centres undefined)
  -0.8, 40, 0.9%, 6%, 4%, 3%, -1%, 22%, i, 1.5, -11%
> CCOC(=O)N1CCN(c2c(-c3ccc(C)c(C)c3)c(=O)c2=O)CC1
  5.5, 78, 4.0%, -6%, 4%, -1%, -3%, 4%, i, 0.2, -2%
> COc1ccc(C(CC(=O)N2CCCCC2)NC(=O)C(F)(F)F)cc1 (centres undefined)
  0.3, 57, 1.2%, -4%, 2%, -8%, -4%, -9%, i, 0.4, -8%
> CCOc1ccccc1NC(=O)CSc1nnnn1Cc1ccccc1
  2.0, 85, 1.9%, 4%, -1%, 4%, -2%, 9%, i, 8.3, 0%
> COCCNC(=O)c1cc(-c2cccc(OC)c2)on1
  -0.4, 47, -0.2%, 8%, 14%, 3%, 10%, 12%, i, 5.1, 2%

The final 2 entries of the part above come first, to join the parts:
Results follow in this order: NTR1 agonist, NTR1 agonist cell count 20 µM, HIV peptide binding, Salmonella PhoP GFP, Rac1 GTP hydrolysis, Siah-1 displacement, GPR35 antagonists, GPR55 LPI antagonism, Myeloid diff MLP, Myeloid diff MLP GFP+ MAC1+ %, LYP phosphatase
> CCOc1ccccc1NC(=O)CSc1nnnn1Cc1ccccc1
  2.0, 85, 1.9%, 4%, -1%, 4%, -2%, 9%, i, 8.3, 0%
> COCCNC(=O)c1cc(-c2cccc(OC)c2)on1
  -0.4, 47, -0.2%, 8%, 14%, 3%, 10%, 12%, i, 5.1, 2%
> CCCCN(C(=O)CSc1nn(-c2ccc(F)cc2)c(=S)s1)c1c(N)n(CCCC)c(=O)[nH]c1=O
  3.2, 71, ., 6%, 7%, ., ., ., i, 1.0, .
> CCCCCCCC(=O)NNC(=O)c1c(O)c2ccccc2[nH]c1=O
  2.2, 80, 0.9%, -4%, 14%, 10%, -4%, 6%, i, 1.1, -8%
> C=CCn1c(SC(C)C(=O)Nc2ccc(F)c(F)c2F)nnc1C1CC1 (centres undefined)
  1.3, 57, ., -1%, 4%, ., ., ., i, 0.2, .
> O=C(c1ccco1)N1CCN(C(=O)C2CC(=O)N(c3ccccc3)C2)CC1 (centres undefined)
  -0.2, 46, -0.2%, 0%, 6%, -2%, -3%, -20%, i, 0.8, -8%
> C=CCc1cccc2cc(C(=O)N3CCN(C(=O)OCC)CC3)c(=O)oc12
  -2.0, 111, 2.5%, 11%, 6%, 4%, -5%, -8%, i, 0.9, 0%
> O=C(NCCc1ccccc1)C1CC(=O)N(C2CCCCCC2)C1 (centres undefined)
  -0.4, 47, 1.0%, 1%, 1%, 2%, -7%, 4%, i, 13, -2%
> Cc1ccc(S(=O)(=O)NCCCCCC(=O)NC(C)(C)CO)cc1
  0.4, 60, -1.1%, -2%, 11%, 1%, 15%, -3%, i, 0.7, 2%
> Cc1nc(NCCCn2ccnc2)c2oc3ccccc3c2n1
  -0.4, 40, -2.2%, 13%, 13%, -4%, 20%, 5%, i, 1.5, -10%
> O=C1CC(C(=O)N(c2ccccc2)C(C(=O)NC2CCCC2)c2ccncc2)CS1 (centres undefined)
  5.0, 50, -0.2%, 4%, 11%, -8%, -3%, 1%, i, 0.8, -8%
> CCOc1ccc(CN(C)C(=O)c2ccc(NS(=O)(=O)c3ccc4[nH]c(=O)[nH]c4c3)cc2)cc1
  1.1, 61, ., 3%, 1%, ., ., ., i, 0.5, .
> CC(=O)NC(CC(=O)NC(C)c1ccc(Cl)cc1Cl)c1ccccc1 (centres undefined)
  0.2, 54, -0.6%, -3%, 2%, 0%, -3%, 1%, i, 0.7, -4%
> COc1ccc(N(CC(=O)Nc2cccc(SC)c2)S(C)(=O)=O)cc1
  0.5, 41, 1.0%, -5%, 15%, -1%, 2%, 2%, i, 0.9, 0%
> NC(=O)C1(NC(=O)[C@@H]2CC3(CC(c4cccc(NC(=O)c5cc([N+](=O)[O-])cc([N+](=O)[O-])c5)c4)=NO3)CN2C(=O)c2ccccc2)CC1 (some centres undefined)
  -0.3, 60, -4.3%, -3%, 2%, -2%, 6%, -6%, i, 1.3, 3%
> Cn1c(=O)n(C)c2cc(/C=N/NC(=O)c3cccc(Br)c3)ccc21
  4.9, 73, 0.2%, 0%, 7%, 4%, 0%, 6%, i, 0.4, -2%
> Cc1nc(-c2ccc(NC(=O)C(C)(C)C)cc2)c(-c2ccccc2)o1
  1.8, 90, 0.1%, -2%, 3%, 0%, -2%, 6%, i, 0.4, -2%

Results follow in this order: NTR1 agonist, NTR1 agonist cell count 20 µM, HIV peptide binding, Salmonella PhoP GFP, Rac1 GTP hydrolysis, Siah-1 displacement, GPR35 antagonists, GPR55 LPI antagonism, Myeloid diff MLP, Myeloid diff MLP GFP+ MAC1+ %, LYP phosphatase
> CCOC(=O)c1c(S(=O)(=O)N2CCN(C)CC2)c(C)n(C)c1C
  -0.8, 50, 2.4%, -4%, 14%, 3%, -9%, 12%, i, 0.9, -9%
> C=CCN=c1scc(-c2ccco2)n1/N=C/c1ccc(O)c(O)c1O
  3.5, 46, 40%, -7%, -26%, 77%, -7%, -8%, i, 0.6, 4%
> CCOC(=O)C(=O)/C(C#N)=C/Nc1ccc(Cl)cc1
  3.2, 58, 0.8%, -4%, 7%, 2%, -4%, -6%, i, 1.3, -1%
> CC(=O)N1CCN(S(=O)(=O)c2ccc(S(=O)(=O)NCC(C)C)cc2)CC1
  3.0, 47, -0.6%, -9%, 3%, 4%, -5%, 2%, i, 2.2, 4%
> CCOC(=O)C1CC(c2ccc(Cl)cc2)=NNC1=O (centres undefined)
  2.0, 49, -2.6%, -1%, 5%, -7%, 3%, 6%, i, 0.0, -6%
> CCOCCCNc1ccc(N2C(=O)C3CCCCC3C2=O)cc1[N+](=O)[O-] (centres undefined)
  1.2, 59, -1.2%, -5%, 11%, 1%, 6%, 5%, i, 0.0, 0%
> COc1ccc(C2=NN(c3nc(C)cc(C)n3)C(=O)C2)cc1
  0.0, 64, -1.9%, -4%, 5%, -8%, 10%, 1%, i, 1.9, -7%
> CC(C)CNC(=O)c1cc(-c2ccco2)on1
  0.0, 47, -0.3%, -3%, 6%, -1%, 7%, 10%, i, 4.5, -9%
> Cc1ccc(CCNS(=O)(=O)c2ccc(C)cc2)cc1
  1.7, 69, 0.9%, 2%, 5%, 0%, 3%, -3%, i, 1.5, 0%
> CCN1C(=O)c2cccc3c(Cl)ccc1c23
  -0.1, 74, -1.3%, 0%, 0%, 5%, 8%, -19%, i, 0.3, -8%
> O=C(O)c1cc(-c2ccc(/C=N/Nc3ccc([N+](=O)[O-])cn3)o2)ccc1Cl
  ., ., 34%, 1%, 12%, -7%, -16%, 2%, i, 0.8, 14%
> O=C(COc1ccc(S(=O)(=O)NCc2ccccc2)cc1Cl)NCC1CCCO1 (centres undefined)
  0.4, 54, -1.4%, -2%, 4%, 0%, 8%, -16%, i, 5.8, -10%
> Cc1cccc(N2CCN(C(=O)c3ccc(CS(=O)(=O)c4ccccc4C)o3)CC2C)c1 (centres undefined)
  3.9, 85, 1.2%, -1%, -11%, -3%, -10%, -11%, ?, ., 4%
> N#Cc1c(-c2ccccc2)cc2nc3ccccc3n2c1N
  -2.9, 77, -1.0%, -11%, 3%, 2%, -6%, -4%, i, 0.3, -15%

Part of the list above, limited to NTR1 agonist cell count 20 µM:
| molecule | NTR1 agonist cell count 20 µM |
| --- | --- |
| O=C(CN(CC1CCCO1)C(=O)CNS(=O)(=O)c1ccc(Cl)cc1)NCc1ccc(F)cc1 (centres undefined) | 40 |
| C=CCN=c1scc(-c2ccco2)n1/N=C/c1ccc(O)c(O)c1O | 46 |
